Spn MK inh: inhibitors of Streptococcus pneumoniae mevalonate kinase; purified MK, PK/LDH-coupled NADH absorbance 340 nm; inhibition, % at 10 µM; actives 0.48% (n = 65,000);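 active means ranked among the strongest by inhibition in the single 10 µM screen, a fixed top-ranked set picked for dose follow-up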; further: no value below 0 was filed
TNAP inhibition: inhibition of tissue-nonspecific alkaline phosphatase – biochemical, luminescent (AID 518); purified TNAP enzyme, luminescent substrate readout; higher % means a stronger effect; inhibition, % at 20 µM; hits with a dose series show IC50 in µM; actives 0.09% (n = 64,000); in the data active means a potency from the dose series; inactive means the rest, 99 in 100 with inhibition below about 22%;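 further: plate controls were vehicle for no effect and reference inhibitor for full effect; many of its hits are not listed in these tables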
DPM-DC inhibit: inhibitors of Streptococcus pneumoniae diphosphomevalonate decarboxylase. purified DPM-DC, PK/LDH coupled NADH fluorescence. calls only at 10 µM. actives 0.49% (n = 65,000);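 active means the 320 compounds with the highest percent inhibition in the single-dose primary screen, excluding strongly autofluorescent ones, cut at about 32% in these data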;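 further: kinetic rate of NADH fluorescence loss reporting ADP formed by the decarboxylase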
HT1080 cytotoxicity: cytotoxicity in HT1080 fibrosarcoma cells, cell-based, fluorescence readout (AID 620) | actives 0.42% (n = 87,000) | HT1080 viability, fluorescence; higher % means a stronger effect | cytotoxicity, % at 10 µM, or EC50 in µM where a hit was titrated;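 further: cells exposed to compound overnight then 4 h with Alamar Blue; 0% = vehicle DMSO and 100% = killing control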
HPDE-C7 viability: cytotoxicity in HPDE-C7 cells, cell-based, fluorescence, HTS (AID 430). HPDE-C7 pancreatic duct cells viability, fluorescence; higher % means a stronger effect. one-dose cytotoxicity, % at 10 µM; EC50 in µM for titrated hits. actives 1.8% (n = 63,000);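 further: cells exposed to compound for 48 hours before viability readout; 0% = vehicle and 100% = reference cytotoxic drug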
PMK inhibit: S. pneumoniae PMK inhibition. purified PMK, PK/LDH-coupled NADH absorbance 340 nm. inhibition, % at 10 µM. actives 0.49% (n = 65,000). AID 539;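 active means top-ranked compounds by inhibition in the single 10 µM screen, taking a fixed number of the strongest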;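 further: 0% = full reaction with DMSO carrier and 100% = background rate without enzyme reaction; no value below 0 was filed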
HPDE-C7K KRASV12: cytotoxicity in KRAS-transformed pancreatic duct cells, primary screen, cell-based, fluorescence, HTS (AID 431) | HPDE-C7K KRASV12 cells, Alamar Blue viability, 48 h; higher % means a stronger effect | one-dose cytotoxicity, % at 10 µM; EC50 in µM for titrated hits | actives 1.7% (n = 63,000);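 active means compounds whose percent cytotoxicity in the single-dose primary screen, scaled between solvent and toxic-drug controls, exceeds 50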;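 further: 0% = DMSO solvent wells and 100% = doxorubicin-treated wells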
Bfl-1 inhibitors: displacement of Bid BH3 peptide from Bfl-1 – biochemical, fluorescence polarization, FITC-Bid, mouse, primary screen (AID 432); FITC-Bid BH3 peptide fluorescence polarization displacement; higher % means a stronger effect; displacement, % at 20 µM, or IC50 in µM where a hit was titrated; actives 0.02% (n = 64,000); in the data active means a potency from the dose series; inactive means the rest, 99 in 100 with displacement below about 15%; further: strong numbers were not always called active
LYP phosphatase: LYP phosphatase inhibitors, primary screen, biochemical, DiFMUP fluorescence, recombinant catalytic domain, 10 µM (AID 606) | recombinant LYP catalytic domain, DiFMUP fluorescence; higher % means a stronger effect | one-dose inhibition, % at 10 µM; IC50 in µM for titrated hits | 52,000 tested, under 10 active;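 active means IC50 under 40 µM in the dose-response test; inactive means IC50 of 40 µM or more, or never dose-tested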
PMK inhibit pilot replicates: further read-out of PMK inhibit, marked with its call; inhibition, %; measured here: pilot screen replicates
Spn MK inh pilot replicates: further read-out of Spn MK inh, marked with its call; inhibition, %; measured here: pilot screen replicates
DPM-DC inhibit pilot screen %: further read-out of DPM-DC inhibit, marked with its call; inhibition, %; measured here: pilot screen trials
Active calls of the source: *; i = inactive; . = no result given; + = active, no number. Unless noted, no stated cut-off is given here; in the data, active means cytotoxicity above about 50%; inactive means the rest.

SMILES	Spn MK inh	TNAP inhibition	DPM-DC inhibit	HT1080 cytotoxicity	HPDE-C7 viability	PMK inhibit	HPDE-C7K KRASV12	Bfl-1 inhibitors	LYP phosphatase	others
COc1ccc(OC)c(C2CC(=O)c3c([nH]c(C(=O)OC(C)C)c3C)C2)c1 (stereo unspecified)	5	8%	i	11%	66%*	4	52%*	-9%	.
N#CC1=C(N)Oc2cc(O)ccc2C1c1cccs1 (stereo unspecified)	6	12%	i	-3%	-13%	11	-28%	-14%	.
O=C(COC(=O)c1cccs1)Nc1ccccc1	8	12%	i	2%	-5%	0	-9%	0%	.
Cc1nnc(NC(=O)CSc2nnc(Cc3ccccc3)n2Cc2ccccc2)s1	9	8%	i	5%	-2%	0	10%	-1%	.
CN(C)S(=O)(=O)c1ccc(C(=O)Nc2nc(-c3cccs3)cs2)cc1	0	5%	i	4%	-4%	0	-1%	-8%	18%
CC1=Nn2c(nnc2-c2cc(C)[nH]n2)SC1	1	4%	i	4%	-1%	3	-4%	-12%	-5%
COCCOC(=O)C1=C(C)NC(=O)CC1c1cc2c(cc1Br)OCO2 (stereo unspecified)	4	8%	i	-7%	-10%	0	-19%	-5%	8%	PMK inhibit pilot replicates=0.0;Spn MK inh pilot replicates=0.0;DPM-DC inhibit pilot screen %=2.5
COC(=O)CCn1nnc(-c2ccc(C)cc2)n1	5	3%	i	4%	3%	14	2%	-2%	-9%	PMK inhibit pilot replicates=0.0;Spn MK inh pilot replicates=0.0;DPM-DC inhibit pilot screen %=0.0
CCCC(=O)Nc1ccc(NC(=O)c2ccccc2OC)cn1	11	1%	i	-1%	-4%	7	-7%	-5%	8%	PMK inhibit pilot replicates=1.0;Spn MK inh pilot replicates=0.0;DPM-DC inhibit pilot screen %=0.0
O=C(COc1ncnc2ccccc12)N1CCN(S(=O)(=O)c2ccc(Cl)cc2)CC1	0	10%	i	-4%	4%	8	-1%	-2%	16%
CCOCC(=O)N1CCCC(C(=O)OCC)C1 (stereo unspecified)	3	7%	i	3%	-2%	3	0%	5%	-3%
COc1ccccc1NC(=O)CSc1nnc(-c2ccoc2C)n1CCc1ccccc1	0	5%	i	11%	-5%	14	3%	-7%	.
COc1ccc(-c2ccc(C(=S)N3CCN(C(C)=O)CC3)o2)cc1	19	7%	i	2%	-5%	12	11%	-10%	-3%
COc1ccccc1-c1nnc2sc(-c3cc4ccccc4o3)nn12	7	13%	i	54%*	56%*	2	62%*	-11%	.
O=C(CSc1nc(-c2ccccc2)cc(C(F)(F)F)n1)NCCN1CCOCC1	9	6%	i	8%	-4%	4	8%	-7%	.
Cc1csc(SCc2nnc(-c3ccccc3Br)o2)n1	9	6%	i	-7%	-12%	8	2%	-5%	-14%
Cn1c(SCc2ccc(C#N)cc2Cl)nc2ccccc21	7	-6%	i	10%	-2%	1	-8%	-8%	3%
CCn1c(=NC(=O)CSCC(=O)Nc2nccs2)sc2ccccc21	7	10%	i	.	-7%	10	-5%	0%	11%
Cc1ccc(C(=O)N2CCCCCC2)cc1Br	4	9%	i	-2%	-4%	1	-10%	-11%	8%
O=c1c2ccccc2c(/C=N/n2cnnc2)c(O)n1-c1ccccc1F	9	7%	i	4%	0%	14	-5%	7%	3%
COc1nc(Oc2ccc(=O)[nH]n2)nc(N2CCOCC2)n1	0	4%	i	5%	-18%	6	-16%	-2%	-6%
Cn1nc(-c2ccc(Cl)cc2)c2cc(C(=O)N3CCOCC3)sc21	6	9%	i	-4%	2%	21	9%	-5%	6%
O=C1CSC(=S)N1CC1CCCO1 (stereo unspecified)	4	10%	i	-2%	6%	15	15%	-2%	-5%
O=C(Nc1ccc(S(=O)(=O)NCCc2ccccc2)cc1)c1ccco1	15	12%	i	-4%	-17%	14	-2%	0%	1%
O=C(CN(c1ccc(Cl)c(C(F)(F)F)c1)S(=O)(=O)c1ccccc1)N1CCOCC1	9	3%	i	-4%	-15%	10	2%	-3%	20%
Cc1ccc(S(=O)(=O)N2CCCCC2C(=O)N2CCN(Cc3ccccc3)CC2)cc1 (stereo unspecified)	0	1%	i	-11%	6%	9	19%	-10%	.
CCc1nnc(NC(=O)CSc2nnc(-c3cccnc3)n2CCc2ccccc2)s1	0	2%	i	-10%	-22%	19	-6%	-68%	-8%
CCOCCn1c(CN2CCN(CCO)CC2)nc2c1c(=O)n(C)c(=O)n2C	1	3%	i	.	-9%	6	-10%	-2%	.
Cn1c(=O)[nH]c(=O)c2c1nc(NC1CCCCC1)n2Cc1ccccc1	37	11%	+	-3%	-12%	17	2%	-13%	0%
O=C(NCCN1CCOCC1)c1ccc(Cl)c(S(=O)(=O)N2CCCCCC2)c1	6	3%	i	-2%	-13%	0	3%	1%	.

A stretch from further up, for reference:
SMILES	Spn MK inh	TNAP inhibition	DPM-DC inhibit	HT1080 cytotoxicity	HPDE-C7 viability	PMK inhibit	HPDE-C7K KRASV12	Bfl-1 inhibitors	LYP phosphatase	others
Cn1nc(-c2ccc(Cl)cc2)c2cc(C(=O)N3CCOCC3)sc21	6	9%	i	-4%	2%	21	9%	-5%	6%
O=C1CSC(=S)N1CC1CCCO1 (stereo unspecified)	4	10%	i	-2%	6%	15	15%	-2%	-5%
O=C(Nc1ccc(S(=O)(=O)NCCc2ccccc2)cc1)c1ccco1	15	12%	i	-4%	-17%	14	-2%	0%	1%

New compounds follow:
SMILES	Spn MK inh	TNAP inhibition	DPM-DC inhibit	HT1080 cytotoxicity	HPDE-C7 viability	PMK inhibit	HPDE-C7K KRASV12	Bfl-1 inhibitors	LYP phosphatase	others
Cc1cccn2c(=O)c3cc(C(=O)N4CCN(c5ccccc5)CC4)n(C)c3nc12	0	-6%	.	7%	-18%	2	-6%	1%	0%
CCn1c(CSc2nnc3ccccn23)nc2cc(C(=O)O)ccc21	9	4%	i	30%	1%	1	5%	9%	27%
Cc1nc2n(n1)C(c1ccccc1)C1=C(CC(c3ccco3)CC1=O)N2 (stereo unspecified)	0	2%	i	6%	5%	0	2%	-3%	.
CC1(c2cnc(Nc3ccccc3)s2)CCC(=O)O1 (stereo unspecified)	2	10%	i	-2%	0%	8	12%	-9%	-1%
Cc1ccc(SCCNS(=O)(=O)c2ccc(F)cc2)cc1	2	25%	i	1%	-7%	4	-4%	3%	11%	PMK inhibit pilot replicates=2.5;Spn MK inh pilot replicates=0.0;DPM-DC inhibit pilot screen %=1.0
CCCS(=O)(=O)n1nc(-c2ccc(Br)cc2)cc1N	16	11%	i	-13%	0%	10	-12%	-3%	10%
Cc1ccc(C)c(Oc2nnnn2-c2ccccc2)c1	2	17%	i	-10%	-1%	15	-2%	6%	2%
CCCOC(=O)CC1C(=O)NCCN1Cc1ccccc1C (stereo unspecified)	7	7%	i	4%	5%	14	2%	1%	1%
COc1ccc(C)cc1NC(=O)c1cnc2sccn2c1=O	4	7%	i	1%	5%	4	6%	-3%	1%
CN(C)c1nc(Oc2ccc(=O)n(-c3ccccc3)n2)nc(N2CCOCC2)n1	17	10%	i	-4%	-10%	17	4%	-4%	7%
CCN1CCN(Cc2nc3c(c(=O)n(C)c(=O)n3C)n2Cc2ccc(Cl)cc2Cl)CC1	0	6%	i	6%	20%	6	6%	2%	-2%
N#Cc1c(NC(=O)CSc2nnc(-c3ccccc3O)n2-c2ccccc2)sc2c1CCCC2	5	5%	i	3%	0%	9	-6%	-2%	5%
CC(=O)Oc1ccc(-c2nc(-c3cccnc3)no2)cc1	5	6%	i	-7%	-10%	2	-1%	-3%	4%
CCC(=O)c1cc(F)c(N2CCN(C(=O)c3ccco3)CC2)cc1C	5	16%	i	-6%	-18%	6	-2%	3%	3%	PMK inhibit pilot replicates=4.0;Spn MK inh pilot replicates=3.0;DPM-DC inhibit pilot screen %=2.5
COc1ccc(C(=O)NCc2nnc(SCC(=O)N3CCc4ccccc43)o2)cc1OC	14	4%	i	.	4%	3	4%	-3%	7%
COc1ccccc1NC(=O)CSc1nnc(-c2ccc(C)cc2)o1	6	7%	i	10%	-20%	1	-7%	2%	12%
Cn1c(=NC(=O)C2CC2)sc2cc(F)cc(F)c21	9	4%	i	15%	6%	15	-5%	1%	-10%
COc1ccc(S(=O)(=O)N(C)CC(=O)N2CCC(C)CC2)cc1Cl	4	1%	i	8%	10%	4	10%	4%	0%
COc1nnc(-c2ccc(N3CCOCC3)c(NC(C)=O)c2)c2ccccc12	1	10%	i	24%	-6%	0	-5%	-5%	5%
CCn1c(CCNC(=O)c2ccc(OC)c(OC)c2)nc2ccccc21	8	10%	i	7%	17%	11	18%	2%	1%	PMK inhibit pilot replicates=4.0;Spn MK inh pilot replicates=2.0;DPM-DC inhibit pilot screen %=0.5
C=CCC(Nc1ccco1)c1ccccc1 (stereo unspecified)	13	7%	i	11%	4%	10	5%	-2%	4%	PMK inhibit pilot replicates=2.5;Spn MK inh pilot replicates=6.5;DPM-DC inhibit pilot screen %=4.5
Cc1ccc(C(=O)N2CCN(c3ccccc3)CC2)cc1S(=O)(=O)N1CCCC1	9	6%	i	4%	-5%	0	-24%	-1%	-6%
O=C(Nc1cccc(OCC(=O)N2CCOCC2)c1)C1CCCCC1	14	11%	i	10%	1%	0	-6%	-3%	-3%	PMK inhibit pilot replicates=0.0;Spn MK inh pilot replicates=0.0;DPM-DC inhibit pilot screen %=0.0
CCc1ccc(S(=O)(=O)NCc2csc(C)n2)s1	7	.	i	3%	.	12	.	.	1%
Nc1nc2n(n1)C(c1ccco1)CC(c1ccc(F)cc1)N2 (stereo unspecified)	0	11%	i	-8%	-6%	8	-8%	4%	6%
O=C(Nc1ccc(Br)cc1F)c1sccc1-n1cccc1	13	17%	i	-1%	-22%	2	1%	3%	5%	PMK inhibit pilot replicates=6.0;Spn MK inh pilot replicates=0.0;DPM-DC inhibit pilot screen %=0.0
Cc1ccc(Cn2ncc3c(N4CCN(Cc5ccc(Cl)cc5)CC4)ncnc32)cc1	0	12%	i	-11%	28%	13	24%	-6%	11%
CCN1CCN(C(c2cc3cccc(C)c3[nH]c2=O)c2nnnn2Cc2ccccc2)CC1 (stereo unspecified)	9	-6%	i	-5%	7%	12	7%	-3%	3%
O=C(CCCn1c(=S)[nH]c2ccsc2c1=O)NCc1ccco1	7	11%	i	9%	-3%	13	4%	0%	5%
O=C(Cc1cccs1)Nc1ccon1	2	10%	i	2%	-3%	0	-5%	-2%	1%
COC(=O)c1ccc(-n2nnnc2SCC(=O)Nc2cc(OC)ccc2OC)cc1	9	14%	i	4%	-14%	5	-10%	0%	18%
O=S(=O)(c1ccc(S(=O)(=O)N2CCCN(Cc3ccccc3)C2)cc1)N1CCCCCC1	5	22%	i	-10%	6%	5	14%	-4%	.
Cc1ccc(CNC(=O)COC(=O)c2c(C)noc2C)cc1	0	9%	i	0%	2%	15	2%	-5%	0%	PMK inhibit pilot replicates=1.5;Spn MK inh pilot replicates=0.0;DPM-DC inhibit pilot screen %=0.5
O=C(Nc1ccccc1C(=O)OCn1nnc2ccccc2c1=O)c1ccco1	0	7%	i	2%	-15%	0	-8%	3%	6%
Clc1ccccc1OCCN1CCCCC1	41*	8%	i	-7%	.	11	.	-5%	-5%

Screening results (PubChem BioAssay)
